P. falciparum M1AAP: P. falciparum M1AAP inhibitors, biochemical, fluorogenic H-Leu-NHMec substrate, 1536-well (AID 1445) | Aminopeptidase N (Plasmodium falciparum (isolate 3D7)) | recombinant M1AAP, H-Leu-NHMec fluorogenic kinetic assay; higher % means a stronger effect | inhibition, % at 30 µM, or IC50 in µM where a hit was titrated | actives 0.42% (n = 220,000);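 active means primary inhibition above the hit cutoff, then over 50% inhibition at one or more dose response concentrations, cut at about 23% in these data, passing the limit was not always enough; inconclusive means conflicting primary data, or primary hits not chosen for dose response; inactive means low primary inhibition, or under 50% at every dose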;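 further: plate controls were DMSO full reaction for no effect and no enzyme background for full effect; strong numbers were not always called active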
West Nile virus CPE: West Nile virus antiviral activity, cell-based, CPE readout (AID 1621); West Nile virus-infected cells, CPE inhibition; higher % means a stronger effect; CPE inhibition, % at 10 µM; hits with a dose series show IC50 in µM; actives 0.02% (n = 290,000); in the data active means a potency from the dose series; inconclusive means CPE inhibition mostly from about 3.7% at the one dose, without a potency; inactive means the rest, 99 in 100 with CPE inhibition below about 2.2%; further: strong numbers were not always called active
T cell modulator: modulators of CD8 T cell-vesicle binding, primary screen, mouse 2C CD8+ T cells, flow cytometry. 2C CD8+ T cell-vesicle binding; hits give low values. calls only at 7 µM. actives 0.068% (n = 330,000);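 active means response, share of CD8 T cells binding vesicles, and their 90th percentile fluorescence all below set limits, cut at about 80% in these data, passing the limit was not always enough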
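System: murine 2C transgenic CD8+ T lymphocytes; also added: QL9-loaded Drosophila micro-vesicles; times: binding 1.5 h at 37 °C; measured by: flow cytometry, PE anti-B7-1 (FL2) versus Alexa647 anti-CD8 (FL8), PFA-fixed; control set: Peptide-free naked vesicles (low) and QL9 vesicles with 0.7% DMSO vehicle (high)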
RSV CPE inhibition: RSV antiviral activity via CPE protection, HEp-2 cells, primary 10 µM value included (AID 2391); CPE inhibition, % at 10 µM, or IC50 in µM where a hit was titrated; actives 0.13% (n = 310,000); HEp-2 cells, RSV-induced CPE inhibition; higher % means a stronger effect; in the data active means a potency from the dose series; inconclusive means CPE inhibition mostly from about 23% at the one dose, without a potency; inactive means the rest, 99 in 100 with CPE inhibition below about 21%; further: strong numbers were not always called active
K1F lysis inhibition: inhibition of K1F phage lysis, E. coli UTI89, bacterial capsule biogenesis inhibitors, alamar blue (AID 488966); E. coli UTI89 K1F phage lysis, alamar blue, 2 h; higher % means a stronger effect; inhibition, % at 100 µM; hits with a dose series show IC50 in µM; actives 0.02% (n = 340,000);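 active means phage lysis inhibition, versus mean bacterial control, above a set limit; inconclusive means no clear call, values can overlap the other calls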;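 further: capsule biogenesis inhibitors block K1F phage lysis so surviving cells raise fluorescence; higher fluorescence means more inhibition of phage lysis; actives were called in the ten point dose series up to 300 µM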
M17LAP inhibition: P. falciparum M17LAP inhibitors, primary screen, biochemical, fluorogenic H-Leu-NHMec substrate, 1536-well (AID 1619); Leucine aminopeptidase (Plasmodium falciparum (isolate 3D7)); recombinant M17LAP, H-Leu-NHMec fluorogenic kinetic assay; higher % means a stronger effect; inhibition, % at 30 µM, or IC50 in µM where a hit was titrated; actives 0.38% (n = 220,000);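 active means compound inhibiting the enzyme by more than half at any dose during confirmatory dose-response retesting; inconclusive means strong single-dose inhibitors picked by rank but not retested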;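 further: plate controls were full reaction with DMSO carrier for no effect and no enzyme background for full effect; strong numbers were not always called active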
TNAP activators: human TNAP enzyme activators, primary screen, biochemical, luminescent, no phosphate acceptor, uHTS (AID 1001) | Alkaline phosphatase, tissue-nonspecific isozyme (Homo sapiens) | purified TNAP, luminescent activation assay, no phosphate acceptor; higher activation fold means a stronger effect | activation fold at 20 µM, or EC50 in µM where a hit was titrated | actives 0.03% (n = 200,000); in the data active means activation fold from about 3, or a potency from the dose series; inactive means the rest, 99 in 100 with activation fold below about 1.6; further: many of its hits are not listed in these tables
PMI inhibitors: inhibitors of human PMI, primary screen, biochemical, fluorescence intensity, coupled assay (AID 1209); inhibition, % at 20 µM; hits with a dose series show IC50 in µM; actives 0.42% (n = 190,000); purified PMI enzyme, coupled fluorescence intensity; higher % means a stronger effect; Mannose-6-phosphate isomerase (Homo sapiens);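 further: plate controls were DMSO vehicle for no effect and wells lacking substrate for full effect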
human PMI inhibitors: human PMI inhibitors, high substrate, primary screen, biochemical, fluorescence intensity, high mannose 6-phosphate (AID 1220); Mannose-6-phosphate isomerase (Homo sapiens); one-dose inhibition, % at 20 µM; IC50 in µM for titrated hits; recombinant PMI enzyme, coupled fluorescence intensity; higher % means a stronger effect; actives 0.66% (n = 190,000)
T cell modulator vesicle-bound %: further read-out of T cell modulator, marked with its call; double positive events, %; measured here: CD8+ vesicle-bound cell fraction;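 binding gate set so that unloaded-vesicle control wells show 10% double positive cells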
Numbers without * were called inactive; i = inactive; ? = inconclusive; / = not tested or not shown; [ ] = remark or other dose. Unless noted, no stated cut-off is given here; in the data, active means inhibition above about 50%; inactive means the rest.

SMILES	P. falciparum M1AAP	West Nile virus CPE	T cell modulator	T cell modulator vesicle-bound %	RSV CPE inhibition	K1F lysis inhibition	M17LAP inhibition	TNAP activators	PMI inhibitors	human PMI inhibitors
CC1=NN(C(=O)c2ccc(Cn3ccc([N+](=O)[O-])n3)cc2)C(O)(C(F)(F)F)C1 (stereo not drawn)	-1.4%	-0.7%	i	38.6	1.9%	-1.1%	11.8%	1.1	-4.9%	-4.2%
c1ccc2c(c1)CCOC2CNCCCN1CCCCC1 (stereo not drawn)	1.5%	0.3%	/	/	/	-0.1%	4.9%	1.1	-25.7%	-2.2%
CCOC(=O)C1CCN(C2=NC(=O)/C(=C/c3ccc(Cl)cc3)S2)CC1	/	-0.9%	i	28.2	2.6%	0.2%[50 µM]	/	/	/	/
CCN(CC)CCNC(=O)c1ccc2c(c1)NC(=O)c1ccccc1S2	/	0.2%	i	28.8	3.2%	-0.7%[50 µM]	/	/	/	/
CCOC(=O)c1cc2c(nc1NC(=S)Nc1ccccc1)CC(C)(C)OC2	3.7%	-0.9%	i	58.6	2.3%	0.1%	-11.3%	0.8	-4.0%	-8.6%
C=CCNc1nc2ccccc2nc1NS(=O)(=O)c1ccc(OC)cc1	/	-0.7%	i	24.9	-0.2%	0.7%[50 µM]	/	/	/	/
Cc1cc(C)c2c(=O)[nH]c(SCc3ccc([N+](=O)[O-])cc3)nc2n1	-1.5%	-0.2%	i	25.8	3.0%	0.3%	24.7%	1	-13.1%	-10.4%
COc1ccc(NC(=O)CC2C(=O)N(C)C(=S)N2CCc2ccccc2F)cc1 (stereo not drawn)	2.3%	-1.6%	i	36.4	2.1%	-1.6%	-5.3%	1.1	14.1%	8.1%
CNC(=S)N(Cc1ccc(OC)cc1)Cc1cc2cc(C)ccc2[nH]c1=O	2.5%	0.0%	i	62.7	-0.8%	/	-9.2%	1.1	6.7%	5.8%
Cc1ccc2c(CC(=O)NCc3cccs3)coc2c1	6.6%	0.7%	i	10.0	3.0%	0.2%	17.7%	1.1	-7.3%	-3.2%
O=C(O)c1ccc2c(c1)C(=O)N(c1cc(C(=O)O)ccc1Br)C2=O	3.1%	-0.3%	i	55.2	1.8%	-0.1%	8.9%	1.1	11.3%	4.2%
O=[N+]([O-])c1ccc(-c2c(O)c3ccccc3c3nc4ccccc4nc23)cc1	4.5%	-0.9%	i	25.6	5.7%	0.4%	11.2%	0.8	-12.6%	0.4%
COC(=O)CSc1nc(C)c2ccc(OC)cc2n1	0.6%	-0.2%	i	22.6	0.0%	-0.1%	-14.2%	1.1	-10.8%	5.1%
O=C(/C=C/c1ccccc1)Nc1cccc(S(=O)(=O)Nc2ccccc2F)c1	-6.1%	-0.4%	i	22.0	?	-2.1%	-4.9%	1	66.1%*	20µM*
O=C(Nc1ccc(S(=O)(=O)N2CCOCC2)cc1)c1nn(-c2ccc(F)cc2)ccc1=O	/	-0.5%	i	26.5	2.0%	0.9%	/	/	/	/
Cc1nc(-c2ccc(F)cc2)c(CC(=O)N2CCN(S(=O)(=O)c3ccccc3Br)CC2)s1	/	-0.5%	i	14.5	2.6%	-0.2%[50 µM]	/	/	/	/
COc1ccccc1Nc1nc(NCCC(C)C)nc(N)c1[N+](=O)[O-]	0.2%	0.2%	i	35.2	5.0%	/	5.2%	/	/	/
C=CCN1c2ccccc2[C@]23C[C@@H](C(=O)OC)N(C(=O)NCCC)C2=NC(C(=O)OC)=C(C(=O)OC)[C@H]13	10.6%	-0.1%	i	50.3	2.3%	1.0%	0.1%	/	/	/
C=CCN(c1ccc(C(=O)N2CCCC2)cc1)S(C)(=O)=O	-0.6%	0.2%	i	47.8	0.3%	0.1%	1.9%	1	12.7%	14.6%
O=[N+]([O-])c1ccc2oc(-c3ccccc3)nc2c1	0.5%	-0.6%	i	11.7	?	0.5%	19.8%	1.1	-4.2%	-6.4%
O=C(NCCc1ccccc1)C(=O)Nc1nccs1	-2.0%	0.1%	i	45.3	6.2%	4.3%	0.8%	1.3	0.9%	-11.0%
O=C1N/C(=N/N=C/c2ccc(O)cc2)SC1Cc1ccccc1 (stereo not drawn)	3.8%	0.4%	i	32.8	1.7%	0.1%	-1.0%	/	/	/
CC(C)CCNC(=S)NC1CCCC1	-5.1%	0.0%	i	31.4	0.5%	-0.1%	10.3%	1	-0.9%	3.2%
COc1cc(C)nc(OCCNC(=O)COc2ccc(Cl)cc2Cl)n1	8.7%	-0.7%	i	21.6	0.2%	0.4%	2.2%	1.1	9.2%	5.0%
O=C(CSc1ncccc1-c1nc2ccccc2[nH]1)N1CCc2ccccc21	-0.1%	-1.5%	i	30.3	0.9%	2.1%[50 µM]	-11.9%	1.1	7.5%	-9.9%
COc1cc(-c2cc(=O)c3c(O)c(OC)c(OC)c(OC)c3o2)cc(OC)c1OC	-2.5%	0.6%	i	49.4	1.1%	-0.4%	-3.4%	/	/	/
CN(Cc1ccccc1)C(=O)CCNS(=O)(=O)c1ccc2c(c1)oc(=O)n2C	4.5%	0.4%	i	48.4	-0.1%	3.7%	-4.9%	1	3.3%	4.1%
Cc1csc(NC(=O)CCn2c(=O)sc3ccccc32)n1	-2.4%	-0.3%	i	22.1	2.7%	-0.1%	2.1%	1	4.5%	3.7%
Cc1c(NC2=NC3(CCCCC3)Cc3ccccc32)c(=O)n(C)n1-c1ccccc1	14.0%	0.5%	i	32.4	-0.2%	0.8%	-1.1%	1	-9.2%	-6.2%
CCCCNc1nnc(CCn2nc(C)c(Br)c2C)s1	9.9%	0.1%	i	43.2	4.1%	-0.1%	-2.2%	1.1	-23.8%	-12.9%
O=C(CCS(=O)(=O)c1cccc2nonc12)N1CCCc2ccccc21	13.7%	0.3%	i	17.8	2.1%	0.3%	1.9%	1.1	-0.3%	-13.1%
CCn1cc(C(=O)NCc2cccnc2)c2cc(OC)c(OC)cc2c1=O	4.8%	-0.2%	i	11.0	1.5%	0.3%	10.7%	1.1	17.9%	17.8%
O=C(NCc1ccncc1)Nc1ccccc1F	3.9%	-0.2%	i	54.9	0.9%	0.5%	8.4%	1.1	-3.0%	-3.4%
CSc1nc(C)c(Cc2c(F)cccc2Cl)c(=O)[nH]1	-1.6%	-0.1%	i	7.9	0.8%	2.1%	-1.3%	/	/	/
O=C1CCCN1CCC(=O)N1CCCC(CO)(Cc2ccccc2)C1 (stereo not drawn)	/	0.3%	i	8.7	-0.4%	0.0%	/	/	/	/
CC(C(=O)NCCCN1CCOCC1)n1cccc1C(=O)c1ccccc1 (stereo not drawn)	6.7%	1.2%	i	12.8	1.1%	0.9%	5.2%	1.1	-5.8%	-5.2%
O=C(Nc1nccs1)c1ccc(COc2ccccc2)o1	/	0.5%	i	64.7	1.8%	-0.1%	/	/	/	/
CCOc1cc(C(=O)N2CCC(CC3CC(c4ccccc4)=NO3)(C(=O)NCc3ccc(OC)cc3)CC2)cc(OCC)c1OCC (stereo not drawn)	/	0.5%	i	14.2	?	1.9%	/	/	/	/
CC(=O)c1cc(-c2ccccc2)[nH]c1N1CCOCC1	4.3%	-0.5%	i	42.5	0.7%	0.1%[50 µM]	17.1%	1.1	-0.7%	-1.5%
Oc1ccc2ccccc2c1CN1CCCC1	-3.0%	-0.9%	i	8.1	0.1%	-0.1%	8.4%	1.1	40.9%	67.8%*
Nc1nc(SCC(=O)Nc2cc(C(F)(F)F)ccc2Cl)[nH]c(=O)c1NC(=O)c1ccco1	/	0.3%	i	4.4	0.0%	0.6%[50 µM]	/	/	/	/
Cc1sc2nc(CN3CCOCC3)[nH]c(=O)c2c1-c1ccccc1	0.6%	-0.8%	i	3.7	2.6%	2.2%[50 µM]	0.9%	1.1	-1.6%	-5.1%
COc1ccc2c(c1)CCc1c(C(=O)N3CCCCCC3)noc1-2	6.9%	-0.7%	/	/	11.1%	2.3%	4.4%	1.1	19.1%	33.1%
CCc1nnc(NC(=O)c2ccc(S(=O)(=O)N3CCc4ccccc4C3)cc2)s1	2.2%	-0.4%	i	40.4	5.0%	-0.5%	13.2%	1.2	-3.2%	-1.1%
Cc1cc(-c2ccco2)n(CC(=O)NCc2ccccc2)n1	2.5%	-0.4%	i	18.1	2.2%	6.3%	3.1%	1.2	3.4%	11.7%
Nc1cc(=O)[nH]c(SCCOc2ccccc2)n1	8.7%	0.3%	i	23.2	-3.8%	0.6%	-3.1%	1.1	0.4%	0.3%
CCC1(C)Cc2c(c(=O)n(-c3ccccc3)c3ncnc(N)c23)CO1 (stereo not drawn)	15.3%	0.4%	i	35.7	0.6%	1.2%	7.1%	1.1	-2.9%	-1.4%
Oc1ccc(C(c2nnnn2C2CCCC2)N2CCc3ccccc3C2)cc1 (stereo not drawn)	6.2%	0.4%	i	55.6	0.9%	-0.6%	6.2%	1	9.5%	17.7%
CC(C)(C)NC(=O)C(c1cccs1)N(Cc1cccs1)C(=O)c1csnn1 (stereo not drawn)	-1.3%	-1.4%	i	40.6	1.4%	-0.3%	-4.5%	1	11.8%	8.9%
Cn1c(=O)[nH]c(=O)c2c1nc(NCCc1ccccc1)n2CC(O)COc1ccccc1 (stereo not drawn)	-0.3%	0.7%	i	14.1	-0.4%	0.2%	-6.0%	1	0.2%	-0.5%
Later entries:
SMILES	P. falciparum M1AAP	West Nile virus CPE	T cell modulator	T cell modulator vesicle-bound %	RSV CPE inhibition	K1F lysis inhibition	M17LAP inhibition	TNAP activators	PMI inhibitors	human PMI inhibitors
CC(CN1C(C)CCCC1C)OC(=O)c1ccccc1Br (stereo not drawn)	/	0.2%	i	27.8	0.6%	-0.8%[50 µM]	/	/	/	/
CCOC(=O)c1c(C2CC2)csc1NC(=O)CSCc1c(C)noc1C	7.8%	-0.4%	i	40.5	2.5%	2.0%	-1.3%	1	5.4%	7.9%
COc1ccc2c(c1)[nH]c1c(=O)n(CC3CCCO3)cnc12 (stereo not drawn)	10.8%	0.4%	i	48.6	1.8%	0.9%	-6.1%	1	2.5%	-2.5%
Cc1nc(-c2ccc(S(=O)(=O)N3CCN(CCc4ccccc4)CC3)s2)cs1	6.3%	0.0%	i	44.4	/	/	1.7%	/	/	/

Screens as filed in PubChem.
